Source: PubChem BioAssay (The Scripps Research Institute Molecular Screening Center)
CHO parental Ca – ATP-evoked calcium signal inhibitors, parental CHO, primary screen, counter-screen for OX1R antagonist project, cell-based, fluorescence, Fluo-8 calcium dye | inhibition, % at 5.6 µM | parental CHO-K1, ATP-induced calcium, Fluo-8 fluorescence | 330,000 compounds, 0.63% hits;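 active means inhibition above that plate's mean sample inhibition plus 3 SD, cut at about 26% in these data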;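 further: 0% = ATP-challenged DMSO wells and 100% = DMSO wells without ATP; some compounds past the cut are filed as inactive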
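Material: Parental CHO cells | Reagent: ATP | Compound dosing: Single nominal dose of 5.6 µM per compound | Detection: Intracellular calcium via Fluo-8 no-wash fluorescent dye | Read-out: % inhibition of ATP-induced calcium mobilization | Benchmarks: Low control ATP plus DMSO, high control DMSO only | Replicates: Singlicate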
M1 ag – human M1 muscarinic receptor agonists, primary screen, Fluo-8 calcium fluorescence, CHO-K1 cells, HTS; Muscarinic acetylcholine receptor M1 (Homo sapiens), P11229; CHO-K1 hM1, agonist mode; 0% DMSO, 100% acetylcholine EC100; activation, % at 3 µM; 360,000 compounds, 0.33% hits;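 active means activation above the run's mean compound activation plus 3 SD, cut at about 16% in these data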;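 further: peak over basal fluorescence ratio within a 140 s kinetic read after compound addition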
Target sequence (P11229 whole entry, looked up): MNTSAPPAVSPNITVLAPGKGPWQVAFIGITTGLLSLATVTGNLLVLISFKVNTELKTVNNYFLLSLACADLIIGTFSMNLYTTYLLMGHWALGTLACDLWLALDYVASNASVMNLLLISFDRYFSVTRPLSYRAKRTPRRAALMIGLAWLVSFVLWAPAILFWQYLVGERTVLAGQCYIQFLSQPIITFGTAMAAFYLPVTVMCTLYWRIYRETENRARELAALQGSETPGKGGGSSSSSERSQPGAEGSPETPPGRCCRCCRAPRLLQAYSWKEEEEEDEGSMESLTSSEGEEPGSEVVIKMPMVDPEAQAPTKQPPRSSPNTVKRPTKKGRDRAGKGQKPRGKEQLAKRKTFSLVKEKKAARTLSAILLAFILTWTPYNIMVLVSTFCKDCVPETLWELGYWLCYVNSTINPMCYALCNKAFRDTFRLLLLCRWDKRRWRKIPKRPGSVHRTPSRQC
TAAR1 antagonist – human TAAR1 antagonists, primary screen, Fluo-8 calcium fluorescence, CHO RD-HGA16 cells | 360,000 compounds, 1.5% hits | Trace amine-associated receptor 1 (Homo sapiens), Q96RJ0 | inhibition, % at 3 µM | AID 624466, 2012 | antagonist;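 active means inhibition above a per-plate cutoff, the mean inhibition of test compounds on that plate plus 3 SD, cut at about 49% in these data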;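 further: 0% = DMSO plus EC80 beta-PEA response and 100% = DMSO alone without agonist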
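Assay system: CHO-derived RD-HGA16 cells stably expressing human TAAR1 plus Gα16. Timing: 140 s kinetic read after compound, 140 s after agonist. Technique: kinetic Fluo-8 calcium fluorescence measurement. Measure: % inhibition of agonist calcium response.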
OXTR ag – human OXTR agonists, primary screen, fluorescence, CHO-OTR cells, Fluo-8 calcium. Oxytocin receptor (Homo sapiens), P30559. Fluo-8 calcium fluorescence; normalized: DMSO 0%, oxytocin 100%. activation, % at 3 µM. 320,000 compounds, 0.32% hits;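 active means activation above the mean of all tested compounds plus 3 SD, cutoff set per screening run, cut at about 20% in these data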;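 further: peak over basal fluorescence ratio from a 100 s FLIPR kinetic read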
TAAR1 ag – human TAAR1 agonists, primary screen, Fluo-8 calcium fluorescence, CHO RD-HGA16 cells; Trace amine-associated receptor 1 (Homo sapiens), Q96RJ0; vehicle wells 0%, saturating PEA agonist 100%; activation, % at 3 µM; 360,000 compounds, 0.99% hits;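 active means activation above the mean activation of all test compounds in the run plus 3 SD, cut at about 38% in these data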
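System: CHO RD-HGA16 cells carrying human TAAR1 plus Gα16; Incubation: 17-24 h seeding, 75 min 37 °C dye, 30 min RT; Measured by: Fluo-8 fluorescence, 5 s baseline then 140 s kinetic read; Control set: DMSO and PEA EC100; Replication: single well for each compound.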
V1R ag counter – agonists of human V1a receptor, primary screen, counter-screen for OXTR agonist project, fluorescence, CHO-V1R cells. Vasopressin V1a receptor (Homo sapiens), P37288. Fluo-8 calcium fluorescence, agonist mode; 0% DMSO, 100% 3 nM vasopressin. activation, % at 3 µM. 320,000 compounds, 0.25% hits. AID 2797, 2010;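 active means activation above the mean activation of all tested compounds plus 3 SD, per screening run, cut at about 20% in these data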;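 further: signal is peak over basal fluorescence ratio across a 100 second FLIPR read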
Target sequence (P37288 whole entry, looked up): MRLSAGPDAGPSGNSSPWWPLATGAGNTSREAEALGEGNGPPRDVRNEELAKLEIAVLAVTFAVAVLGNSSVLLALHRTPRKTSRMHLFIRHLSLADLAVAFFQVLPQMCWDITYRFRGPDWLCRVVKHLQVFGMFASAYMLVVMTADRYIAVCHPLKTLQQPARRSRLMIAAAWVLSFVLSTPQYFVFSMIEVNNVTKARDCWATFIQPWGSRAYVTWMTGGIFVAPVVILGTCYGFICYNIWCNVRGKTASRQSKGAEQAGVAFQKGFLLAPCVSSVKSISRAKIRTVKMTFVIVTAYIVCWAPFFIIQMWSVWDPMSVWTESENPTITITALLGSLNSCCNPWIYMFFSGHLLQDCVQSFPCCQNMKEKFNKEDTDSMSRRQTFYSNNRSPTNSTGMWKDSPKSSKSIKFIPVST
CHRM1 PAM – human M1 muscarinic receptor positive allosteric modulators, primary screen, CHO-K1 cells, Fluo-8 calcium fluorescence, 1536-well; Muscarinic acetylcholine receptor M1 (Homo sapiens), P11229; CHO-K1 hM1, ACh EC20; 0% = ACh EC20, 100% = maximal ACh; activation, % at 3 µM; 360,000 compounds, 0.088% hits; AID 588819, 2011; in the data active means activation above about 19%, passing the limit was not always enough
CHRM1 antagonist – human M1 muscarinic receptor antagonists, primary screen, CHO-K1 cells, Fluo-8 calcium fluorescence, 1536-well. Muscarinic acetylcholine receptor M1 (Homo sapiens), P11229. CHO-K1 hM1, ACh EC80 antagonist. inhibition, % at 3 µM. 360,000 compounds, 1.3% hits;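 active means percent inhibition above its own plate's cutoff, namely the mean of that plate's compound wells plus 3 SD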;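 further: peak over basal fluorescence ratio during 140 s after agonist addition; 0% = ACh EC80 plus DMSO and 100% = DMSO alone without agonist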
OXTR potentiator – human OXTR potentiators, primary screen, fluorescence, CHO-OTR cells, Fluo-8 calcium; Fluo-8 calcium fluorescence, potentiator mode; 0% = oxytocin EC15, 100% = EC100; 320,000 compounds, 0.061% hits; activation, % at 3 µM;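 active means activation above that plate's cutoff, the mean activation of tested compounds plus 3 SD, cut at about 6.6% in these data, passing the limit was not always enough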;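 further: 100% uses oxytocin at 75 nM as the full agonist control; some results filed as inactive read as strong as hits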
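Assay system: CHO cell line stably expressing human OTR. Reagent: EC15 oxytocin agonist. Dosing: single dose, 3.0 µM nominal final compound concentration. Timing: compound 6 min at room temperature before oxytocin, 100 s read. Signal: kinetic Fluo-8 calcium fluorescence. Controls: oxytocin EC15 low and EC100 high.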
The depositor's hits bear a star; nt = not tested or not shown.

(1) CCOc1cc(N2CCOCC2)c(OCC)cc1NC(=O)CN1C(=O)NC2(CCCCC2C)C1=O (stereo not drawn)
(2) O=C1[C@@H]2Cc3c([nH]c4ccccc34)C(c3cccc(Br)c3)N2C(=O)CN1C1CCN(Cc2ccccc2)CC1 (stereo partly drawn)
(3) Cn1cc(Br)c(C(=O)NNC(=O)c2cccc(Br)c2)n1
(4) Cc1cc(N=Cc2cc(Cl)ccc2O)no1
(5) Cn1c(O)c(C=NCCCCCC(=O)O)c(=O)n(C)c1=O
(6) Cc1ccnc(N/C=C(/NC(=O)c2ccccc2)C(=O)N/N=C\c2ccc(Cl)cc2)n1
(7) N/C(=N\OC(=O)c1ccc(Cl)cc1Cl)c1ccncc1
(8) CCC(C)C(CO)NCCCn1cnc2c(OCc3ccccc3)ncnc21 (stereo not drawn)
Assay by compound,1,2,3,4,5,6,7,8
CHO parental Ca,nt,21,3,1,nt,-18,-17,nt
M1 ag,-1,-5,-1,1,-2,0,1,-11
TAAR1 antagonist,8,17,1,-5,-23,-4,-44,-12
OXTR ag,nt,4.3,-0.1,-0.2,nt,-1.6,-1.0,nt
TAAR1 ag,0,3,4,2,0,7,4,3
V1R ag counter,nt,3.1,2.0,1.4,nt,-0.5,-1.1,nt
CHRM1 PAM,12,10,-4,4,10,-2,22,-2
CHRM1 antagonist,-15,-7,5,2,-13,4,-18,4
OXTR potentiator,nt,-14,-10,-1,nt,3,-9,nt

(9) CCCc1nnc(SCC(=O)N2CCCC2)n1Cc1ccco1
(10) C/C(=N\NC(=S)Nc1ccccc1C)c1cc2ccccc2o1
(11) CCOC(=O)c1c(C)c(C(=O)Nc2ccccc2)c(C)n1CC
(12) O=C1C(=O)N(Cc2cccnc2)C(c2cccc([N+](=O)[O-])c2)/C1=C(/O)c1ccc2c(c1)OCO2 (stereo not drawn)
(13) Cc1cccc(C)c1Cn1c(C)c(C(=O)NCc2ccc([N+](=O)[O-])cc2)sc1=O
(14) Cn1c(-c2ccccc2)c(C=O)c2ccccc21
(15) Cc1ccc(CCNC(=O)CN2C(=O)COc3ccc(S(=O)(=O)N4CCOCC4)cc32)cc1
(16) CCOc1ccccc1OCCCC(=O)NNC(=O)c1nn(C)c(=O)c2ccccc12
Assay by compound,9,10,11,12,13,14,15,16
CHO parental Ca,-14,-15,-16,-5,nt,-13,-25,-26
M1 ag,-4,-4,-6,-1,9,-5,-3,-2
TAAR1 antagonist,0,-12,17,-36,49*,3,-11,-2
OXTR ag,-0.6,-0.7,-1.9,-0.8,nt,-2.4,-1.4,-0.6
TAAR1 ag,3,-3,12,9,62*,8,0,-1
V1R ag counter,-0.1,-0.8,-1.0,6.3,nt,-1.5,0.6,-0.6
CHRM1 PAM,4,8,4,18,-14,6,1,-3
CHRM1 antagonist,-1,-13,-6,-19,17,1,0,3
OXTR potentiator,1,1,-5,-13,nt,-5,-5,-6

(17) COc1ccccc1NC(=O)c1ccc2nc(N3C(=O)CCC3=O)sc2c1
(18) O=C(CO/N=C/c1ccccc1OC(F)F)NCc1cccs1
(19) COc1cccc(CC2(CO)CCCN(Cc3ccc(-c4ccco4)cc3)C2)c1 (stereo not drawn)
(20) Cn1cccc1C(=O)OCC(=O)NC1CCS(=O)(=O)C1 (stereo not drawn)
(21) N#CCCN(C(=O)COC(=O)CNS(=O)(=O)c1ccc2ccccc2c1)c1ccccc1
(22) CCOCCn1c(CN2CCN(CC)CC2)nc2c1c(=O)n(C)c(=O)n2C
(23) COc1ccc(N(C)S(=O)(=O)c2c(C)[nH]c(=O)[nH]c2=O)cc1
(24) O=C(CSc1nc(C(F)(F)F)cc(=O)[nH]1)Nc1ccc2c(c1)OCCO2
Assay by compound,17,18,19,20,21,22,23,24
CHO parental Ca,-21,-8,-13,-8,24,-6,2,3
M1 ag,-3,-8,-7,-7,-5,-7,-1,-1
TAAR1 antagonist,15,-13,-4,1,-7,4,8,-24
OXTR ag,0.6,-2.1,-0.3,0.5,2.2,-0.2,0.6,0.7
TAAR1 ag,5,1,-1,5,2,1,10,2
V1R ag counter,0.5,-0.7,-0.9,-0.7,3.0,0.2,-0.1,0.1
CHRM1 PAM,7,4,-8,1,4,4,8,8
CHRM1 antagonist,-5,-7,-6,4,-3,-8,-1,-13
OXTR potentiator,-6,-2,-3,-3,-6,-3,9,3

(25) CC1=N/C(=C\c2ccccc2Cl)C(=O)O1
(26) COc1ccc2cc(/C(C)=N/NC(=O)C3CC3)ccc2c1
(27) CC1=NN(C(=O)c2cccc(Cn3nc(C)c([N+](=O)[O-])c3C)c2)C(O)(C(F)(F)F)C1 (stereo not drawn)
(28) COc1cc(O)c(C(CC(=O)N2CCOCC2)c2cc(OC)c(OC)c(OC)c2)c(OC)c1 (stereo not drawn)
(29) O=C(/C=C/c1ccccc1)Nc1cccc(C(=O)NCCCCc2ccccc2)c1
(30) COc1ccc(N(CC(=O)Nc2ccc3c(c2)OCCO3)S(=O)(=O)c2c(C)nn(C)c2C)cc1
(31) COc1cccc(-c2nc3ccccc3c(=O)n2NC(=O)c2cccnc2Cl)c1
(32) NC(=O)c1ccc(Oc2ncc(C(F)(F)F)cc2Cl)cc1
Assay by compound,25,26,27,28,29,30,31,32
CHO parental Ca,-9,1,-15,nt,nt,-21,-5,-6
M1 ag,-2,-6,-5,-3,-1,-6,-5,-4
TAAR1 antagonist,-28,-17,nt,11,67*,-2,-1,-15
OXTR ag,0.1,-1.7,0.9,nt,nt,0.4,-0.4,-0.8
TAAR1 ag,1,2,nt,11,12,2,0,-2
V1R ag counter,0.7,-0.2,0.8,nt,nt,0.3,-0.6,-0.2
CHRM1 PAM,2,8,-3,0,-15,-6,11,10
CHRM1 antagonist,-6,-14,-2,4,24,-2,-13,-7
OXTR potentiator,-9,3,-9,nt,nt,-25,-1,2

(33) Cc1c(C)c2ccc(OC(C)C(=O)NCCN3CCOCC3)c(C)c2oc1=O (stereo not drawn)
(34) CCOC(=O)c1nn(C)c(=S)n(C)c1=O
(35) CCNc1nc(Oc2ccc(Cl)cc2Cl)cc(C(F)(F)F)n1
(36) CCCC(C(=O)NC1CCCC1)N(Cc1ccc(F)cc1)C(=O)c1snc(C(N)=O)c1N (stereo not drawn)
(37) Cc1cc(C(=O)OC(C)C(=O)Nc2cccc(Cl)c2)on1 (stereo not drawn)
(38) CSCCC(NC(=O)COc1ccccc1)C(=O)N1CCCC(C)C1 (stereo not drawn)
(39) COc1ccccc1NCC(=O)N/N=C(\C)c1ccc(Br)s1
(40) COC(=O)c1ccc(COc2cccc(C)c2C)cc1
Assay by compound,33,34,35,36,37,38,39,40
CHO parental Ca,-11,nt,-6,-30,nt,-15,-9,-7
M1 ag,0,-1,-3,-6,-5,-4,0,-5
TAAR1 antagonist,-25,-4,16,4,-18,-14,10,-12
OXTR ag,1.3,nt,-0.8,-1.1,nt,-0.3,-0.2,-0.8
TAAR1 ag,8,-1,8,4,0,2,1,6
V1R ag counter,-0.8,nt,0.5,3.0,nt,-0.6,2.3,-0.2
CHRM1 PAM,4,10,-1,-4,8,9,-4,8
CHRM1 antagonist,-2,-15,9,1,-9,-10,8,-7
OXTR potentiator,-3,nt,-5,0,nt,-6,0,-13

(41) CCn1c(=O)c2c3c(sc2n(C)c1=O)CCC3
(42) COc1ccc(-c2nc3n(c(=O)c2C#N)CCS3)cc1
(43) CCc1nnc2c(N(C)C)nc3ccccc3n12
(44) Cc1sc(NC(=O)c2ccccc2)c(C(c2ccccn2)N2CCN(CCO)CC2)c1C (stereo not drawn)
(45) Cc1ccccc1CC(=O)NC1CCCc2ccccc21 (stereo not drawn)
(46) COc1ccc(C(=O)Nc2ccc3ccccc3n2)c(OC)c1OC
(47) Cn1c(=N)n(CC(=O)c2cccs2)c2ccccc21
Assay by compound,41,42,43,44,45,46,47
CHO parental Ca,-7,6,3,-11,-15,-17,-5
M1 ag,-4,-6,-6,4,-6,-3,-8
TAAR1 antagonist,2,-12,2,12,-7,42,-3
OXTR ag,-2.2,-0.3,-0.7,2.0,-1.6,-0.6,0.4
TAAR1 ag,10,1,12,2,1,6,1
V1R ag counter,-0.5,1.3,-0.7,0.7,-0.7,0.6,0.3
CHRM1 PAM,6,3,2,8,6,5,-8
CHRM1 antagonist,-10,0,0,-4,-11,-5,0
OXTR potentiator,0,-10,-6,1,-13,-1,-2

Entries listed so far containing a Cl atom:
(4) Cc1cc(N=Cc2cc(Cl)ccc2O)no1
(6) Cc1ccnc(N/C=C(/NC(=O)c2ccccc2)C(=O)N/N=C\c2ccc(Cl)cc2)n1
(7) N/C(=N\OC(=O)c1ccc(Cl)cc1Cl)c1ccncc1
(25) CC1=N/C(=C\c2ccccc2Cl)C(=O)O1
(31) COc1cccc(-c2nc3ccccc3c(=O)n2NC(=O)c2cccnc2Cl)c1
(32) NC(=O)c1ccc(Oc2ncc(C(F)(F)F)cc2Cl)cc1
(35) CCNc1nc(Oc2ccc(Cl)cc2Cl)cc(C(F)(F)F)n1
(37) Cc1cc(C(=O)OC(C)C(=O)Nc2cccc(Cl)c2)on1 (stereo not drawn)
Assay by compound,4,6,7,25,31,32,35,37
CHO parental Ca,1,-18,-17,-9,-5,-6,-6,nt
M1 ag,1,0,1,-2,-5,-4,-3,-5
TAAR1 antagonist,-5,-4,-44,-28,-1,-15,16,-18
OXTR ag,-0.2,-1.6,-1.0,0.1,-0.4,-0.8,-0.8,nt
TAAR1 ag,2,7,4,1,0,-2,8,0
V1R ag counter,1.4,-0.5,-1.1,0.7,-0.6,-0.2,0.5,nt
CHRM1 PAM,4,-2,22,2,11,10,-1,8
CHRM1 antagonist,2,4,-18,-6,-13,-7,9,-9
OXTR potentiator,-1,3,-9,-9,-1,2,-5,nt
